Tb hexokinase – T. brucei hexokinase 1 inhibition. recombinant TbHK1, G6PDH-coupled NADH A340. inhibition, % at 10 µM. hit rate 0.11% among 220,000. AID 1430;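 active means inhibition of 50% or more in the single-dose primary screen; inactive means inhibition below 50%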
TRPN1 ag – agonists of zebrafish TRPN1 channel; activation, % at 3 µM; hit rate 0.18% among 220,000; HEK293 zebrafish TRPN1-YFP, Fluo-8 calcium fluorescence; 100% = response to 87 µM carbachol; AID 1424;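 active means activation above its plate's cutoff, the mean activation of test wells on that plate plus 3 SD, cut at about 19% in these data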;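 further: 0% = DMSO alone and 100% = 87 µM carbachol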
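Material: zebrafish TRPN1-YFP in HEK293 cells; Doses: single test compound dose, 3 µM nominal, 0.3% DMSO; Timing: dye loading 1 h at 37 °C, then 30 min room temperature; Technique: intracellular calcium fluorescence with Fluo-8; Benchmarks: high carbachol 87 µM, low DMSO alone.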
EBV gp42 inh – EBV gp42 inhibition; Fluorescence polarization binding assay, mP read-out; hit rate 0.42% among 220,000; AID 1085; inhibition, % (tested at 21.74 µM); in the data active means inhibition above about 50%
TRPML3 agonist – activates the human TRPML3 channel. Q8TDD5. HEK293 TRPML3-YFP, Fluo-8 calcium fluorescence; 100% = the carbachol control signal. activation, % at 3 µM. hit rate 0.29% among 220,000. AID 1448;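 active means activation above its plate's cutoff, the mean activation of the plate's test wells plus 3 SD, cut at about 12% in these data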;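 further: 0% = DMSO only wells and 100% = carbachol wells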
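Test system: HEK293 cells stably carrying human TRPML3-YFP; Doses: single dose, 3 µM final nominal compound, 0.3% DMSO final; Schedule: dye loading 1 h 37 °C then 30 min ambient, 125 s read; Technique: Fluo-8 calcium fluorescence; Benchmarks: high control carbachol 87 µM, low control DMSO.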
Cl transport mod – modulators of human KCC2 chloride dependent transport; Q9H2X9; KCC2 cells, thallium flux FluoZin-2 fluorescence; B-score of Tl+ flux slope (higher = more flux/activation; lower = inhibition) at 10 µM; hit rate 2.2% among 190,000; AID 1456;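 active means thallium flux slope and its plate-corrected score both differing from the plate sample mean at a set confidence after two filtering rounds, in either direction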;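 further: slope of fluorescence scaled to starting intensity during 10 to 20 s after thallium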
Target sequence (Q9H2X9 whole entry, looked up): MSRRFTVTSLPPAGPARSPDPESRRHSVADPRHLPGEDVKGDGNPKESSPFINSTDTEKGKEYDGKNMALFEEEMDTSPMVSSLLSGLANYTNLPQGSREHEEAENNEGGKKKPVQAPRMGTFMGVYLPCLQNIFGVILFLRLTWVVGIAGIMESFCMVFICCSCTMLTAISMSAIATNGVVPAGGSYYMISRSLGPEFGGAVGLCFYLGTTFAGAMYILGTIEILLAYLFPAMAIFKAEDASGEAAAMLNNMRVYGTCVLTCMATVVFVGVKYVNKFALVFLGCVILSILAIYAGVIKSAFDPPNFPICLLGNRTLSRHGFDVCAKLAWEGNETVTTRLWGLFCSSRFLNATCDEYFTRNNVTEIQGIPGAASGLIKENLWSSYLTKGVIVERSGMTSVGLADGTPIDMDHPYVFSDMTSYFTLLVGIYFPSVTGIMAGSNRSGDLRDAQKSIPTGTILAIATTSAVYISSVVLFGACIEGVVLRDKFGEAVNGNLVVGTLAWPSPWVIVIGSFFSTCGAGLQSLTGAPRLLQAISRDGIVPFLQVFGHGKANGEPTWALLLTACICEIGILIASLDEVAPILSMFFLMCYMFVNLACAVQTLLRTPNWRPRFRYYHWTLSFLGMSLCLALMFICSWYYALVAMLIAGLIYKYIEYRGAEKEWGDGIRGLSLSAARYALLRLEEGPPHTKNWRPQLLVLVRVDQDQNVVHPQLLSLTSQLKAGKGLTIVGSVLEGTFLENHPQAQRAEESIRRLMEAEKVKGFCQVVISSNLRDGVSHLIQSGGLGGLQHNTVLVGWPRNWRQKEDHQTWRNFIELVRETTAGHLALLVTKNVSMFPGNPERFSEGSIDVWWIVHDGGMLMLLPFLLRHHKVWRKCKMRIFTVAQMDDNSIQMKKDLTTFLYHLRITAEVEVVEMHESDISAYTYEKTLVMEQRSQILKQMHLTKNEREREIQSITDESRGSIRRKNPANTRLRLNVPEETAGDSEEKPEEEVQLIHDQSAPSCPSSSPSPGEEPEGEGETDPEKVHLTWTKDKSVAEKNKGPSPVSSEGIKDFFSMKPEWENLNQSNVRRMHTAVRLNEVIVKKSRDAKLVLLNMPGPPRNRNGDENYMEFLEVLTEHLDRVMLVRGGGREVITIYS
Furin inhibitor – inhibitors of human furin; purified furin, fluorogenic substrate cleavage; inhibition, % at 30 µM; hit rate 0.061% among 220,000; in the data active means inhibition above about 25%; further: inactives centre near -15
PPC-1+TRAIL kill – compounds killing PPC-1 cancer cells with TRAIL present (potentiator screen, no TRAIL-free arm) | hit rate 0.41% among 220,000 | cell killing (% activity), % at 4 µM | PPC-1 cells + TRAIL, ATPLite viability luminescence | AID 1443;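 active means cell killing above 50% in the first pass at 4 µM, then a duplicate retest at 5 µM averaging 50% or more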;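 further: plate controls were cells with TRAIL plus DMSO for no effect and medium-only wells lacking cells for full effect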
thrombin 1536 – thrombin (human) inhibition | P00734 | alpha-thrombin, Boc-VPR-AMC fluorogenic substrate cleavage | inhibition, % at 5 µM | hit rate 0.26% among 220,000 | AID 1046;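 active means inhibition at or above 40%; inactive means inhibition below 40%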;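 further: 0% = enzyme with no compound and 100% = wells without enzyme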
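Material: human alpha-thrombin protein; Also added: Boc-VPR-AMC substrate, 15 µM final; Timing: enzyme reaction carried out at room temperature; Signal: fluorescence, ex 355 nm, em 460 nm; Measure: % inhibition of thrombin; Controls: enzyme without compound as high, wells lacking enzyme as low.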
Calpain2 inh – blocks pig calpain II enzyme activity; purified calpain II, fluorogenic peptide substrate, 30 min; inhibition, % at 16 µM; hit rate 0.37% among 220,000; AID 1236;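 active means inhibition above about 50%, limit read from the data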
* hit, by the source's call; i = inactive; nt = not tested or not shown; [ ] = remark or other dose.

#1 CS(=O)(=O)N(CC(=O)NCCc1ccccc1)C1CCCCC1
#2 CC(C)(C)c1cc(C(=O)N/N=C/c2ccccn2)n[nH]1
#3 CCN(CC)c1ccc(NC(=O)CN2CCN(CC(=O)Nc3ccccc3F)CC2)cc1
#4 NC(N)=Nc1nc(-c2ccccc2)c2cc(F)ccc2n1
#5 Cc1ccc(C(C)C)c(OCC(=O)Nc2ccc(Cl)cn2)c1
#6 CCOc1cccc(C2C(C(=O)c3ccc(C)o3)=C(O)C(=O)N2c2nccs2)c1 (stereo not drawn)
#7 Cc1nnc(NC(=O)NCN2C(=O)C3C4C=CC(C4)C3C2=O)s1 (stereo not drawn)
#8 O=C(N/N=C/c1ccc(N2CCOCC2)cc1)c1ccc(NS(=O)(=O)c2cccs2)cc1
#9 O=C(O)/C=C/c1ccc(S(=O)(=O)NCc2cccnc2)cc1
#10 CC1CN(c2nc(-c3ccccc3)nnc2-c2ccccc2)CC(C)O1 (stereo not drawn)

entry no.,1,2,3,4,5,6,7,8,9,10
Tb hexokinase,-2,-11,-7,5,-2,-4,4,-55,1,-10
TRPN1 ag,-0.5,0.8,-0.3,-0.8,-1.5,3.6,0.9,-0.8,1.0,-1.6
EBV gp42 inh,-17,-5,-3,6,-12,172*,-7,2,9,2
TRPML3 agonist,0.3,0.5,0.1,-0.6,0.6,3.5,-0.2,-2.3,1.1,-0.4
Cl transport mod,0.14,1,nt,0.78,0.47,-2.2,0.011,-0.0072,3.8*,nt
Furin inhibitor,-7[20 µM],-12,-23[20 µM],-26,-20[20 µM],-16,-32,5,-15,-5
PPC-1+TRAIL kill,21,6,8,19,-15,-9,0,30,-20,9
thrombin 1536,0,-12,-2,-7,-2,1,3,-7,1,-4
Calpain2 inh,-24,-11,-19,-168,-6,-98,0,-129,-21,-19

#11 CN(C)S(=O)(=O)c1ccc(N2CCN(S(=O)(=O)c3ccc(F)cc3)CC2)c(Cl)c1
#12 CC(C)(C)c1cc(NCCCn2ccnc2)n2ncc(-c3ccccc3)c2n1
#13 Cc1cc(N2CCN(c3nc4ccccc4s3)CC2)n2ncnc2n1
#14 O=C(N[C@@H](Cc1ccccc1)C(=O)O)c1ccncc1
#15 CN(c1ncc(C(F)(F)F)cc1Cl)n1cc(C(=O)O)c2ccccc2c1=O
#16 CSc1ccc(S(=O)(=O)NCc2ccccc2Cl)cc1
#17 CN(C)c1ccnc2sc3c(=O)n(Cc4ccccc4)cnc3c12
#18 CCC1SC(CC)C(=O)N(CC(=O)NC2CCCCC2)C1=O (stereo not drawn)
#19 CCOc1ccc(S(=O)(=O)Nc2cccnc2)cc1
#20 O=C(NC1CCCCC1)C(c1cccs1)N(Cc1cccs1)C(=O)c1cccs1 (stereo not drawn)

entry no.,11,12,13,14,15,16,17,18,19,20
Tb hexokinase,0,-19,1,2,-10,13,-11,11,2,7
TRPN1 ag,-0.1,1.1,9.9,0.3,-1.9,-1.6,-0.9,0.0,1.2,-1.2
EBV gp42 inh,-12,-3,-15,-1,21,-1,-13,-9,3,6
TRPML3 agonist,0.2,1.0,4.0,0.2,1.3,-0.7,-1.4,-0.4,0.8,-0.8
Cl transport mod,-2.3,0.74,-1.6,nt,nt,nt,nt,0.53,1.3,0.14
Furin inhibitor,-22,-16,-23,-3,-23[20 µM],-11[20 µM],0,-7,-14,-11[20 µM]
PPC-1+TRAIL kill,28,0,-2,3,19,13,-17,-4,4,12
thrombin 1536,-2,-5,1,-5,-1,-5,8,33,3,2
Calpain2 inh,-9,-1,-23,-12,-2,13,-7,41,0,15

#21 COc1ccc(N=C(C)c2sc3ccccc3c2O)cc1
#22 CS(=O)(=O)Nc1cccc(C2=NN(S(=O)(=O)c3ccccc3)C(c3ccco3)C2)c1 (stereo not drawn)
#23 N#CC(C(=O)Nc1cccc(Cl)c1)=C1Nc2ccccc2N1
#24 CCOC(=O)Cc1csc(SCC(=O)NC(C)C23CC4CC(CC(C4)C2)C3)n1 (stereo not drawn)
#25 CN1CCN(C(=O)C2=C[C@@H](c3coc4ccccc4c3=O)C[C@@H](OCc3ccc(CO)cc3)O2)CC1
#26 O=C(C1CCN(S(=O)(=O)c2cccc3cccnc23)CC1)N1CCN(c2ccccn2)CC1
#27 CCN(Cc1ccccc1)C(=O)Cn1c(=O)oc2ccccc21
#28 COc1ccc(CNc2ncnc(N)n2)cc1
#29 O=C(NCc1cccnc1)c1cc(S(=O)(=O)N2CCCCC2)ccc1Cl
#30 O=C(NCCN1CCOCC1)c1ccc2c(c1)N(Cc1cccc(F)c1)C(=O)c1ccccc1S2

entry no.,21,22,23,24,25,26,27,28,29,30
Tb hexokinase,-2,2,-11,27,0,-3,1,1,-2,0
TRPN1 ag,4.0,-1.6,-1.1,-2.5,1.1,0.7,-2.2,2.0,1.0,-0.9
EBV gp42 inh,-13,-4,-4,-16,-6,-6,-10,-18,0,8
TRPML3 agonist,2.2,0.0,0.8,-0.1,-0.4,0.2,0.2,-0.3,1.0,0.7
Cl transport mod,0.0088,-0.49,-1.1,-0.19,-0.0088,nt,0.13,1.1,nt,-1.3
Furin inhibitor,-14,-4,-8[20 µM],-2,1,-15,-25,-18[20 µM],-23[20 µM],-20
PPC-1+TRAIL kill,37,12,17,17,13,-5,23,-26,-3,3
thrombin 1536,-3,-5,5,-7,-2,1,-21,-4,-5,1
Calpain2 inh,-44,-37,-47,3,19,-38,-17,0,10,-45

#31 CCc1ccc2c(c1)c1nc(C)sc1n2CC
#32 CCc1ccc(N=CC23c4ccccc4C(c4ccccc42)C2C(=O)N(c4ccc(OC)cc4)C(=O)C23)cc1 (stereo not drawn)
#33 O=C(CCS(=O)(=O)c1cccs1)Nc1ccc(C(=O)NC2CCCC2)cc1
#34 CC(C)c1ccccc1-n1c(SCC(=O)N2CCN(c3ccccc3)CC2)nnc1-c1cccnc1
#35 CC1=NN(C(=O)Cn2ccc([N+](=O)[O-])n2)C(O)(C(F)(F)F)C1 (stereo not drawn)
#36 CN(C)CCCOc1cccc(Cl)c1
#37 CCC(C)C(NC(=O)[C@@H](NC(=O)c1ccccc1F)C(C)C)C(=O)OC (stereo partly drawn)
#38 CCOc1ccc(NC(=O)C(C)Sc2nnc(C)n2C)cc1 (stereo not drawn)
#39 Cc1cc(C)nc(N2CCN(c3nc(C)cc(C)n3)CC2)n1
#40 COc1ccccc1C(=O)NCCN1CCN(C(=O)c2ccccc2OC)CC1

entry no.,31,32,33,34,35,36,37,38,39,40
Tb hexokinase,2,-2,-8,-3,1,4,0,0,-1,1
TRPN1 ag,-2.1,1.4,1.4,-0.9,-0.5,1.8,-0.4,0.9,-0.4,1.2
EBV gp42 inh,-14,-9,6,-5,-9,-4,0,-18,-7,-17
TRPML3 agonist,-1.9,-0.2,0.8,-0.9,-0.1,1.6,0.5,0.9,-0.4,1.0
Cl transport mod,-0.019,0.065,0.22,-1.4,0,-0.75,0.97,1.3,0.27,-0.17
Furin inhibitor,-9,-15[20 µM],-9,-7[20 µM],-10,-33,-10[20 µM],-17,-27,-9[20 µM]
PPC-1+TRAIL kill,13,-8,3,-2,-3,1,0,-1,7,-6
thrombin 1536,-1,3,-1,4,2,1,-12,4,2,5
Calpain2 inh,-6,-38,-14,-14,23,18,20,-4,-6,-16

#41 O=C(NCC1CCCO1)c1csc(Nc2cccc3ccccc23)n1 (stereo not drawn)
#42 COc1c(Cl)ccc(Cl)c1C(=O)NC(=O)N1CCOCC1
#43 O=C(O)CCc1nn2c3ccccc3n(CCN3CCCCC3)c2nc1=O
#44 O=C(NC(=S)Nc1ccccc1N1CCCCC1)c1ccc(-c2cccc([N+](=O)[O-])c2)o1
#45 Cc1ccc(NC(=O)Nc2ccc(Cl)cc2)c(Br)c1
#46 Cc1ccc(OC(=O)c2cccc(S(=O)(=O)N3CCCC3)c2)c(-n2nc3ccccc3n2)c1
#47 COC(=O)c1ccc(N2CCN(S(=O)(=O)c3c(C)cc(C)cc3C)CC2)c([N+](=O)[O-])c1
#48 CCCc1cc(-n2cnc3ccccc32)n2c(nc3ccccc32)c1C#N
#49 C/C(CC(=O)Nc1cc(C)ccn1)=N\NC(=O)C(=O)Nc1cccc(C)c1
#50 CCCCCC(=O)N(O)C1CC(=O)N(c2ccccc2)C1=O (stereo not drawn)
#51 C#CCNc1c2c(nc3nnnn13)CCCC2
#52 O=C(OCC#CCSc1nc2ccccc2o1)c1ccco1

entry no.,41,42,43,44,45,46,47,48,49,50,51,52
Tb hexokinase,-3,2,3,-47,9,14,-3,-15,31,39,-3,3
TRPN1 ag,1.0,1.6,0.0,0.8,-0.4,0.6,0.6,-1.3,-0.1,-0.6,-0.7,-2.5
EBV gp42 inh,9,-12,-6,-6,-7,6,-13,-13,-28,-23,-12,-5
TRPML3 agonist,0.7,-0.2,0.6,0.3,0.8,-0.2,0.1,0.3,0.9,-0.6,0.2,-1.1
Cl transport mod,-0.41,-0.86,-0.68,nt,0.0093,0.48,-0.041,0.25,1.3,0.99,0.72,0.62
Furin inhibitor,-4,-14,-8[20 µM],-18[20 µM],2,-3,-15[20 µM],-20[20 µM],-6,-1,-27,-12[20 µM]
PPC-1+TRAIL kill,nt,-18,38,23,16,10,4,20,3,-1,11,2
thrombin 1536,-5,-4,-8,-6,-1,3,-7,0,-3,0,3,-6
Calpain2 inh,30,-26,i,-34,23,8,-20,-43,2,16,-15,20

Among those listed so far, these have two or more sulfur atoms.
#8 O=C(N/N=C/c1ccc(N2CCOCC2)cc1)c1ccc(NS(=O)(=O)c2cccs2)cc1
#11 CN(C)S(=O)(=O)c1ccc(N2CCN(S(=O)(=O)c3ccc(F)cc3)CC2)c(Cl)c1
#16 CSc1ccc(S(=O)(=O)NCc2ccccc2Cl)cc1
#20 O=C(NC1CCCCC1)C(c1cccs1)N(Cc1cccs1)C(=O)c1cccs1 (stereo not drawn)
#22 CS(=O)(=O)Nc1cccc(C2=NN(S(=O)(=O)c3ccccc3)C(c3ccco3)C2)c1 (stereo not drawn)
#24 CCOC(=O)Cc1csc(SCC(=O)NC(C)C23CC4CC(CC(C4)C2)C3)n1 (stereo not drawn)
#33 O=C(CCS(=O)(=O)c1cccs1)Nc1ccc(C(=O)NC2CCCC2)cc1

entry no.,8,11,16,20,22,24,33
Tb hexokinase,-55,0,13,7,2,27,-8
TRPN1 ag,-0.8,-0.1,-1.6,-1.2,-1.6,-2.5,1.4
EBV gp42 inh,2,-12,-1,6,-4,-16,6
TRPML3 agonist,-2.3,0.2,-0.7,-0.8,0.0,-0.1,0.8
Cl transport mod,-0.0072,-2.3,nt,0.14,-0.49,-0.19,0.22
Furin inhibitor,5,-22,-11[20 µM],-11[20 µM],-4,-2,-9
PPC-1+TRAIL kill,30,28,13,12,12,17,3
thrombin 1536,-7,-2,-5,2,-5,-7,-1
Calpain2 inh,-129,-9,13,15,-37,3,-14
